Screening results as filed in PubChem.
MEKK2mut PB1 HTS – signal of MEK5 binding to mutant human MEKK2 PB1 domain | bead flow cytometry, Alexa488-MEK5 binding to MEKK2 mutant | percent response, % at 10 µM | 290,000 compounds, 0.35% hits; in the data active means percent response above about 24%, passing the limit was not always enough; further: inactives centre near 1; some results filed as inactive read as strong as hits
NALP1 inh – inhibitors of NALP1 inflammasome in yeast | S. cerevisiae NALP1/ASC/caspase-1 growth, X-gal OD620, 72 h | inhibition, % at 10 µM | 280,000 compounds, 0.61% hits | AID 2071; in the data active means inhibition mostly above about 24%, no sharp cut-off; inactive means mostly below about 32%; further: some compounds called inactive have numbers as strong as hits
DNA FID counter – counter-screen for HCV NS3 helicase inhibitors: DNA intercalator displacement; DNA fluorescent intercalator displacement, fluorescence; inhibition, % at 7.9 µM; 290,000 compounds, 0.17% hits; AID 1845; in the data active means inhibition above about 37%;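 further: 0% = vehicle and 100% = reference compound; higher means more ethidium bromide displaced from hairpin DNA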
M18AAP inhibitor – blocks P. falciparum M18 aspartyl aminopeptidase; inhibition, % at 7.35 µM; 290,000 compounds, 1.2% hits; recombinant PfM18AAP, H-Glu-NHMec fluorogenic cleavage;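 active means inhibition above the campaign mean inhibition over all tested compounds plus 3 SD, cut at about 28% in these data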;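 further: 0% = plate median of test compound wells and 100% = 2 mM ZnCl2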
MEKK2 WT-MEK5 – raises or lowers MEK5 binding to wildtype human MEKK2 PB1 domain. bead flow cytometry, Alexa488-MEK5 binding to MEKK2 WT; actives lie on both sides. binding response (% of control), % at 10 µM. 290,000 compounds, 1.1% hits. AID 1531; in the data active means binding response below about 67% or above about 130%
VIM-2 inh – inhibitors of Pseudomonas aeruginosa VIM-2 metallo-beta-lactamase; purified VIM-2, nitrocefin hydrolysis, epi-absorbance fluorescence; inhibition, % at 5.6 µM; 290,000 compounds, 0.89% hits;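 active means inhibition above the mean of all tested compounds plus 3 SD, cutoff set per screening run, cut at about 7.5% in these data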;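 further: red hydrolysis product quenches plate fluorescence so inhibitors raise well fluorescence; 0% = enzyme with DMSO and 100% = DMSO without enzyme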
IMP-1 inhibitor – blocks Pseudomonas aeruginosa IMP-1 metallo-beta-lactamase. purified IMP-1, nitrocefin hydrolysis, epi-absorbance fluorescence. inhibition, % at 5.6 µM. 290,000 compounds, 0.45% hits;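 active means inhibition above the mean plus 3 SD of all compounds in the same screening run, cut at about 4.5% in these data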;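 further: 0% = IMP-1 with DMSO and 100% = DMSO wells lacking enzyme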
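System: purified recombinant IMP-1 beta-lactamase. Medium: Zinc- and detergent-supplemented HEPES buffer, pH 7.1. Compound: one 5.6 µM dose […]. Schedule: 15 min preincubation plus 25 min reaction at 25 °C. Technique: Epi-absorbance fluorescence, 480 nm excitation, 530 nm emission.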
HCV NS3 hel inh – blocks Hepatitis C virus NS3 helicase unwinding; inhibition, % at 10.9 µM; NS3 helicase DNA unwinding, Cy5 molecular beacon fluorescence; 290,000 compounds, 0.56% hits;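 active means inhibition above the mean of all tested compounds plus 3 SD, set per campaign, cut at about 35% in these data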;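 further: 0% = DMSO wells and 100% = thioflavine S control wells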
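test system = hepatitis C virus NS3 helicase domain fragment enzyme | reagent = annealed dual-labelled DNA beacon duplex, ATP-started | times = 1 h at 25 °C | detection = Cy5 fluorescence, 0 and 60 min reads | read-out basis = percent inhibition from t60/t0 fluorescence ratio | control set = DMSO and thioflavine S | replication = one well per compound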
SUMO HTRF inh – SUMOylation inhibition; P63279; HTRF SUMOylation assay, SAE1/SAE2 + UBC9, in vitro; inhibition, % at 35 µM; 290,000 compounds, 0.36% hits; AID 2006; in the data active means inhibition above about 50%, passing the limit was not always enough; further: strong numbers were not always called active
Target sequence (P63279 whole entry, looked up): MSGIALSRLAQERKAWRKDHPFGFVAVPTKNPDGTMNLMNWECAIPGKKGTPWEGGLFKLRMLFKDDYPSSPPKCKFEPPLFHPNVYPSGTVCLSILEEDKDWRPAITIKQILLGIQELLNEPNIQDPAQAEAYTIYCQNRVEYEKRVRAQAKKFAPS
The depositor's hits bear a star; x = no result given.

SMILES	MEKK2mut PB1 HTS	NALP1 inh	DNA FID counter	M18AAP inhibitor	MEKK2 WT-MEK5	VIM-2 inh	IMP-1 inhibitor	HCV NS3 hel inh	SUMO HTRF inh
Cc1ccc(S(=O)(=O)N2CCCN(c3nc4cc(C)ccc4cc3C#N)CC2)cc1	-2	-60	-14	2	86	0.2	0.8	8	26
O=[N+]([O-])c1cccc(C2CC(c3ccccc3)=NN2c2ccccc2)c1 (stereo not drawn)	18	12	2	10	99	-1.7	-3.9	-14	8
O=C(NC1CCCc2ccccc21)c1ccc(Br)cc1 (stereo not drawn)	1	15	-3	2	92	-1.6	-2.2	-8	4
NC(=O)CNC1CC(=O)N(CCc2ccccc2)C1=O (stereo not drawn)	2	10	-2	-10	103	-2.7	-1.1	9	11
Cc1cnc(NS(=O)(=O)c2ccccc2)c(Br)c1	-3	-5	-3	-1	97	-3.0	-2.8	-5	7
CCN(CC(=O)Nc1ccc2c(c1)OCCO2)CC(=O)Nc1ccc2c(c1)OCO2	2	7	-23	3	104	-2.1	-2.6	0	21
CNC(=O)CSc1ncnc2c1cnn2-c1ccccc1	0	14	-9	2	97	-1.5	-1.5	4	20
COc1ccc(C(=O)CC(=O)C(=O)Nc2ccc(C)cc2Cl)cc1	2	-7	-8	-8	103	-2.0	-0.5	38*	-5
COc1ccc(S(=O)(=O)NCC(=O)N(CC(=O)NCC2CCCO2)Cc2ccccc2)cc1 (stereo not drawn)	0	6	-28	0	100	-1.8	-2.8	3	6
O=C(CSc1cccc[n+]1[O-])Nc1ccc2c(c1)OCCO2	-3	-5	0	2	90	-1.4	-1.5	0	4
CC1CCCCN1C/C=C/c1ccccc1[N+](=O)[O-] (stereo not drawn)	5	18	3	-16	111	-1.4	-1.2	-1	-22
COc1cccc(Nc2nnc(SCC(=O)N3CCOCC3)s2)c1	0	-1	-8	-4	98	-0.7	-1.7	-2	2
CC(=O)c1ccc(NC(=O)CSc2ccc(-c3ccco3)nn2)cc1	7	3	-23	-23	109	-2.1	-2.4	19	17
CCOC(=O)C1=C(C)NC2=C(C(=O)C(C(=O)OCC)C(c3ccc(OC)cc3)C2)C1c1ccccn1 (stereo not drawn)	5	12	-3	-8	100	-1.0	-1.3	6	12
Cc1ccnc(N2CCCC(C(=O)Nc3ccc(C)c(C)c3)C2)n1 (stereo not drawn)	-4	1	-32	2	97	-4.5	-3.1	-5	-25
CC1=CC(=C(C#N)C#N)c2ccccc2N1C	-3	-33	4	3	92	6.7	-1.2	9	5
Cc1nc2nc(SCC(=O)NCCCN3CCCCCC3)nn2c(C)c1Cc1ccccc1Cl	16	9	10	6	130	-1.6	-0.8	-56	x
CC12CCC(c3c(C(=O)O)nn(-c4ccccc4)c31)C2(C)C (stereo not drawn)	4	-2	-33	0	103	14*	0.3	10	21
CCn1c(SCC(=O)Nc2cc(NC(C)=O)ccc2OC)nnc1-c1ccncc1	-4	11	-7	-5	101	-1.3	-1.2	-7	-9
COc1cc(/C=N/NC(N)=S)ccc1OCC(=O)N1CCOCC1	14	10	-8	7	105	-5.0	-5.5	7	-6
COc1ccc(CN2CCN(CCSc3ccc(C)cc3)CC2)c(OC)c1OC	4	9	11	-1	111	-1.5	1.5	-19	-2
CN(CCc1ccccn1)C(=O)CCC1CCCN(C(=O)c2c3c(nn2C)CCCC3)C1 (stereo not drawn)	-1	-4	-27	-4	100	-2.2	-3.0	-8	10
O=c1c2ccccc2ncn1-c1ccc(Cl)cc1Cl	9	-3	-6	-3	101	-3.1	-4.3	-10	8
CN(C)CC1CCCCC1C1(O)c2ccccc2CSc2sccc21 (stereo not drawn)	4	15	17	2	108	-0.6	-2.8	-26	9

A run of entries from further up, as a working copy:
SMILES	MEKK2mut PB1 HTS	NALP1 inh	DNA FID counter	M18AAP inhibitor	MEKK2 WT-MEK5	VIM-2 inh	IMP-1 inhibitor	HCV NS3 hel inh	SUMO HTRF inh
Cc1ccc(S(=O)(=O)N2CCCN(c3nc4cc(C)ccc4cc3C#N)CC2)cc1	-2	-60	-14	2	86	0.2	0.8	8	26
O=[N+]([O-])c1cccc(C2CC(c3ccccc3)=NN2c2ccccc2)c1 (stereo not drawn)	18	12	2	10	99	-1.7	-3.9	-14	8
O=C(NC1CCCc2ccccc21)c1ccc(Br)cc1 (stereo not drawn)	1	15	-3	2	92	-1.6	-2.2	-8	4
NC(=O)CNC1CC(=O)N(CCc2ccccc2)C1=O (stereo not drawn)	2	10	-2	-10	103	-2.7	-1.1	9	11
Cc1cnc(NS(=O)(=O)c2ccccc2)c(Br)c1	-3	-5	-3	-1	97	-3.0	-2.8	-5	7
CCN(CC(=O)Nc1ccc2c(c1)OCCO2)CC(=O)Nc1ccc2c(c1)OCO2	2	7	-23	3	104	-2.1	-2.6	0	21
CNC(=O)CSc1ncnc2c1cnn2-c1ccccc1	0	14	-9	2	97	-1.5	-1.5	4	20
COc1ccc(C(=O)CC(=O)C(=O)Nc2ccc(C)cc2Cl)cc1	2	-7	-8	-8	103	-2.0	-0.5	38*	-5
COc1ccc(S(=O)(=O)NCC(=O)N(CC(=O)NCC2CCCO2)Cc2ccccc2)cc1 (stereo not drawn)	0	6	-28	0	100	-1.8	-2.8	3	6
O=C(CSc1cccc[n+]1[O-])Nc1ccc2c(c1)OCCO2	-3	-5	0	2	90	-1.4	-1.5	0	4
CC1CCCCN1C/C=C/c1ccccc1[N+](=O)[O-] (stereo not drawn)	5	18	3	-16	111	-1.4	-1.2	-1	-22
COc1cccc(Nc2nnc(SCC(=O)N3CCOCC3)s2)c1	0	-1	-8	-4	98	-0.7	-1.7	-2	2
CC(=O)c1ccc(NC(=O)CSc2ccc(-c3ccco3)nn2)cc1	7	3	-23	-23	109	-2.1	-2.4	19	17
CCOC(=O)C1=C(C)NC2=C(C(=O)C(C(=O)OCC)C(c3ccc(OC)cc3)C2)C1c1ccccn1 (stereo not drawn)	5	12	-3	-8	100	-1.0	-1.3	6	12

Laid out differently: entries from further up
Order of values – MEKK2mut PB1 HTS	NALP1 inh	DNA FID counter	M18AAP inhibitor	MEKK2 WT-MEK5	VIM-2 inh	IMP-1 inhibitor	HCV NS3 hel inh	SUMO HTRF inh
> COc1ccc(S(=O)(=O)NCC(=O)N(CC(=O)NCC2CCCO2)Cc2ccccc2)cc1 (stereo not drawn)
    0	6	-28	0	100	-1.8	-2.8	3	6
> O=C(CSc1cccc[n+]1[O-])Nc1ccc2c(c1)OCCO2
    -3	-5	0	2	90	-1.4	-1.5	0	4
